Rpn11 block: Rpn11 (human) deubiquitinase inhibition; O00487; human 26S proteasome, Ub4-pepOG fluorescence polarization; 20S core pre-blocked with epoxomicin; calls only at 20 µM; actives 0.59% (n = 360,000);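 active = inhibition at 20 µM, scaled to each plate's controls, above about 33%, limit read from the data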
Target sequence (O00487 whole entry, looked up): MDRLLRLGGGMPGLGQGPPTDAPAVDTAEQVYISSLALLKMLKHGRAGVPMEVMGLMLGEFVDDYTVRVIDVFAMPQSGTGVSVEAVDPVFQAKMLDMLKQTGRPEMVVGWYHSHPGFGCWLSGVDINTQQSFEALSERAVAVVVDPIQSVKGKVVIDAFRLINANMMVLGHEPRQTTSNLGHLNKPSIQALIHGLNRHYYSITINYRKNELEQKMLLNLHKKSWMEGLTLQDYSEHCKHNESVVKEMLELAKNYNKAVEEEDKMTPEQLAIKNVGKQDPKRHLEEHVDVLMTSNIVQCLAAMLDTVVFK
CSN inh: blocks human CSN-mediated cullin deneddylation | Q92905 | Purified CSN, SCF-Nedd8-OG deneddylation, fluorescence polarization | inhibition, % at 12.5 µM | actives 0.38% (n = 360,000) | AID 651999;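 active = pattern-corrected inhibition above about 35%, with an unprinted fluorescence ratio check between 0.5 and 1.5, limit read from the data, passing the limit was not always enough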;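 also: 0% = enzyme with substrate and 100% = substrate without enzyme; some results filed as inactive read as strong as hits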
Target sequence (Q92905 whole entry, looked up, one chain of several): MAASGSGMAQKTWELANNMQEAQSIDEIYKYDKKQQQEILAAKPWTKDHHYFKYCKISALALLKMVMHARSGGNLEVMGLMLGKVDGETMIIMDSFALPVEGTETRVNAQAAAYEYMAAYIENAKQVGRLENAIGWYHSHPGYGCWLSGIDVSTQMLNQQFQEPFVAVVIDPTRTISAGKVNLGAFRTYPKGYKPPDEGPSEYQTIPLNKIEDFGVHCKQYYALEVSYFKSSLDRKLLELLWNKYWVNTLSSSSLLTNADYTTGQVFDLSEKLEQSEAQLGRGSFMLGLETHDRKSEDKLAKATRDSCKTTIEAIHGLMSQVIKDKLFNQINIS
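Test system: Human Csn5 produced in HEK293T cells | Compound: 12.5 µM single point | Times: 90 min, room temperature | Signal: Fluorescence polarization readout | Read-out basis: % inhibition of substrate cleavage by Csn5 | Controls: no-enzyme wells high, enzyme-with-substrate wells low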
Rin1 Abl inh: human Rin1-Abl interaction inhibition; P00519+Q13671; actives 0.4% (n = 360,000); AID 588664; inhibition, % at 7.35 µM; TR-FRET Rin1/Abl binding, biochemical; in the data active = inhibition above about 5%, passing the limit was not always enough
bovine MsrA act: bovine methionine sulfoxide reductase A activation | purified bovine MsrA, absorbance read-out | activation, % at 10.6 µM | actives 0.3% (n = 360,000) | AID 602163; in the data active = activation above about 7.5%;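 also: 0% = vehicle and 100% = reference activator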
MsrA inhibitor: inhibitors of bovine MsrA; purified bovine MsrA, absorbance read-out; inhibition, % at 15.5 µM; actives 0.75% (n = 360,000); in the data active = inhibition above about 4.5%;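 also: 0% = vehicle wells with enzyme and 100% = reference inhibitor wells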
eLon inh: inhibits E. coli Lon protease; inhibition, % at 7.94 µM; purified E. coli Lon protease, fluorescence polarization; actives 0.42% (n = 360,000); in the data active = inhibition above about 13%, passing the limit was not always enough;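 also: 0% = enzyme with probe and DMSO and 100% = no enzyme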
FAS-TE inh: FAS thioesterase (human) inhibition; recombinant FAS-TE, OMFH fluorogenic substrate, fluorescence endpoint; AID 602261; actives 0.67% (n = 360,000); inhibition, % at 15 µM;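 active = compounds whose normalised, plate-corrected inhibition of enzyme fluorescence in the single-dose primary screen is 50% or more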;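 also: 0% = DMSO with enzyme and 100% = substrate without enzyme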
MLLE-PAM2 inh: inhibitors of microRNA-mediated deadenylation, human PABP1 MLLE binding. P11940. GST-MLLE / FITC-PAM2 fluorescence polarization. inhibition, % at 20 µM. actives 0.36% (n = 360,000). AID 588489; in the data active = inhibition above about 35%, passing the limit was not always enough;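 also: plate controls were DMSO wells with GST-MLLE for no effect and wells lacking GST-MLLE protein for full effect; some results filed as inactive read as strong as hits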
MT1-MMP act inh: inhibitors of human MT1-MMP activation; P50281; HT1080 RFP-PRO-GFP cells, GFP/RFP ratio fluorescence, overnight; percent of plate control window, DMSO zero; GFP/RFP ratio change, % at 20 µM; actives 0.061% (n = 360,000);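 active = GFP/RFP ratio change of at least 30% with cell ATP level not reduced by more than half and red fluorescence within 50% of control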; also: strong numbers were not always called active
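Compound: 20 µM single dose, 1% DMSO / System: HT1080 RFP-PRO-GFP cells / Controls: DMSO and RFP-L50D-GFP cell wells / Read-out basis: GFP/RFP fluorescence ratio / Schedule: overnight compound exposure at 37 °C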
Numbers without * were called inactive; i = inactive; + = active, no number; & = joins results of further samples.

SMILES	MsrA inhibitor	bovine MsrA act	MT1-MMP act inh	FAS-TE inh	MLLE-PAM2 inh	Rpn11 block	CSN inh	eLon inh	Rin1 Abl inh
Fc1ccc(-c2nnn3c2nc(NCc2ccccc2)c2ccccc23)cc1	0.1	-6	4	-7	-4	i	-2	-11	-2
CC(NC(=O)CN(C)Cc1ccc(Br)cc1)c1ccccc1 (configuration not stated)	0.2	0	4	4	-17	i	-4	6	0
O=C(COC(=O)c1cnccn1)c1ccc(Br)cc1	-0.5	-1	1	-6	3	i	-1	4	-1
CC1CCCCN1c1cc(C#N)c(C#N)cc1[N+](=O)[O-] (configuration not stated)	1.0	-7	14	24	-2	i	-1	-1	-9
Cn1nnnc1SCC(=O)N1CCOCC1	0.4	-3	0	-8	3	i	3	-1	-1
CC(C)CN(Cc1cc(=O)oc2cc(-c3ccccc3)c(O)cc12)CC(C)C	1.6	-4	-6	2	-15	i	-2	5	-1
COc1ccc(-c2cccc(NS(=O)(=O)c3ccccc3[N+](=O)[O-])c2)nn1	-0.1	-3	-1	-7	4	i	2	2	0
Cc1cc(=O)[nH]c(SCc2nc3ccccc3n2Cc2ccccc2)n1	1.8	-4	6	-9	16	i	-6	-4	1
Cc1ccc(-c2nc(NC(=O)c3ccc(S(=O)(=O)N(CCC#N)CCC#N)cc3)sc2-c2ccccc2)cc1	-1.2	-3	-3	4	10	i	-2	0	-2
O=C(O)c1ccc(/C=N/Nc2ccc(C(F)(F)F)cn2)cc1	7.0*	-9	-2	-3	-7	i	-5	0	0
Cc1ccc(S(=O)(=O)NCC(c2ccco2)N2CCc3ccccc32)cc1 (configuration not stated)	0.1	-1	-2	24	-5	i	6	-9	2
COc1ccc(CCn2c(=N)c(S(=O)(=O)c3ccc(C)cc3)cc3c(=O)n4ccccc4nc32)cc1	0.0	-1	-8	59*	79	i	0	-11	-3
O=C(CCc1nc2ccccc2c(=O)[nH]1)NNC(=O)c1ccc(Cl)cc1	-1.3	-1	3	-3	3	i	-5	-4	0
Cc1ccc(/C=c2\sc3nc(-c4ccccc4Br)nn3c2=O)o1	2.2	0	-15	11	-23	+	50*	-20	-9
Cc1onc(-c2c(F)cccc2Cl)c1C(=O)NCC1COc2ccccc2O1 (configuration not stated)	0.1	-6	-5	1	18	i	5	-2	2
COC(=O)C(Cc1ccc(OC(=O)c2ccccc2Cl)cc1)N1Cc2ccccc2C1=O (configuration not stated)	0.1	-12	-1	17	-7	i	-3	-3	-1
COc1cccc(NC(=O)Cn2cc(C#N)c3ccccc32)c1	-0.1	-2	6	9	2	i	2	0	2
COCCn1c(CN2CCN(c3ccc(OC)cc3)CC2)nc2c1c(=O)n(C)c(=O)n2C	-0.8	1	10	10	3	i	-4	-9	-1
S=C(NCc1ccco1)N1CCN(c2nc(-c3ccc(Cl)cc3)cs2)CC1	-0.8	-4	-7	31	-118	i	8	-6	3
CCOCCOC(=O)c1cccc(NC(=O)OCC)c1	-0.5	-2	-2	-8	4	i	-1	-6	0
CCOc1ccccc1NC(=O)CN1C(=O)COc2ccccc21	-0.3	1	3	-6	14	i	1	-3	0
O=C(NC1(C(F)(F)F)NC(=O)N(C2CCCCC2)C1=O)c1cccs1 (configuration not stated)	-0.3	-9	-2	3	10	i	3	-6	2
CCN(CC)S(=O)(=O)c1ccc(C(=O)NCc2n[nH]c(=S)n2-c2ccc(Cl)c(Cl)c2)cc1	-1.4	-1	3	-4	-29	i	2	-8	0
CCN1CCN(CC(=O)Nc2ccc(C)c(Br)c2)CC1	0.5	-1	9	-5	-11	i	0	-6	-1
COc1cccc(/C=C2\SC(=S)N(CC(=O)N(C)C3CCS(=O)(=O)C3)C2=O)c1 (configuration not stated)	1.8	-2	0	-11	18	i	-2	-17	2
Cc1ccccc1N(Cc1ccccc1F)S(C)(=O)=O	-0.3	1	-3	-7	-9	i	9	5	0
CCOC(=O)c1c(C)nc2c(c1-c1ccc(OC)cc1)C(=O)CC(C)(C)C2	-0.2	-4	1	-2	7	i	0	-1	-3
C[C@]12c3[nH]c4cc(-c5ccco5)ccc4c3CCN1C(=O)[C@@H](CC(=O)NCCc1ccccn1)C[C@@H]2C(=O)N1CCCCC1	2.1	-12	-4	-1	-2	i	5	-5	2
COc1cc(OC)c2c(-c3cccc(-c4ccc(C#N)cc4)c3)cc(=O)oc2c1	-0.2	-6	8	23	2	i	-6	1	-3
Cc1nc(C(=O)Nc2ccc(Cl)cc2)sc1C1(C)CC(c2cccc([N+](=O)[O-])c2)=NO1 (configuration not stated)	0.0	-2	8	30	-4	i	0	7	1
NC(=O)c1ccc(N2CCCCC2)c(N2C(=O)CCC2=O)c1	-0.2	3	4	-5	-3	i	2	-8	-5
O=C(CSCc1nc2c(nnn2Cc2ccc(F)cc2)c(=O)[nH]1)Nc1cccc(C(F)(F)F)c1	-1.3	-1	-4	2	14	i	-1	16*	2
O=C(CSc1ccc(-c2ccccc2)nn1)NC1CCCC1	2.6	-3	1	0	-9	i	-1	3	1
COc1ccc(NC(=O)c2cc(S(=O)(=O)N3CCc4ccccc43)cn2C)cc1OC	0.1	0	5	-1	4	i	0	-11	-4
COc1cccc(NC(=O)N2CCC(NC(=O)C(Cc3cccc(C)c3)NC(C)=O)CC2)c1 (configuration not stated)	0.3	-3	-1	-5	7	i	6	2	1
Cn1c(N)cc(=O)n(C)c1=S	1.8	-6	-1	-7	12	i	0	3	2
CCOC(=O)c1oc2cc(O)c(CC)cc2c(=O)c1-c1ccc2c(c1)OCCO2	0.6	-3	0	4	8	i	5	-3	4
O=C1CSC(c2ccc3c(c2)OCO3)N1c1ccc(Oc2ccccc2)cc1 (configuration not stated)	1.0	-6	-5	7	6	i	0	-7	3
Cc1nc2ccc(NS(=O)(=O)c3ccc(F)cc3)cc2s1	-0.9	-1	0	-2	-5	i	2	3	1
O=C(c1ccc(-n2cncn2)c([N+](=O)[O-])c1)N1CCN(S(=O)(=O)c2ccc(Cl)cc2)CC1	-0.9	-1	-7	2	-13	i	0	-9	-1
C/C(=N/NC(=O)c1cccs1)c1c(C)[nH]n(-c2nc3ccccc3s2)c1=O	1.3	-6	7	11	-6	i	3	0	2
O=C(Nc1cc2c3c(c1)C1CCCC1CN3CC1CCCC21)c1ccc([N+](=O)[O-])cc1 (configuration not stated)	0.8	-1	6	27	20	i	-4	9	-1
Cc1ccc(S(=O)(=O)N2CCCC2C(=O)Nc2nc3c(s2)CCCC3)cc1 (configuration not stated)	0.5	-3	-4	14	-3	i	-1	5	0
CCc1nc2c(OCc3ccccc3)cccn2c1N(C)C(=O)Nc1ccccc1OC	-1.7	0	-1	6	-11	i	3	11	-4
CC(/C=C/c1ccccc1)=N\NC(=O)C1CC1(C)c1ccccc1 (configuration not stated)	-0.3	0	1	20	-11	i	1	-7	5

Retrieved by structure from the list above (three):
SMILES	MsrA inhibitor	bovine MsrA act	MT1-MMP act inh	FAS-TE inh	MLLE-PAM2 inh	Rpn11 block	CSN inh	eLon inh	Rin1 Abl inh
S=C(NCc1ccco1)N1CCN(c2nc(-c3ccc(Cl)cc3)cs2)CC1	-0.8	-4	-7	31	-118	i	8	-6	3
O=C(CSCc1nc2c(nnn2Cc2ccc(F)cc2)c(=O)[nH]1)Nc1cccc(C(F)(F)F)c1	-1.3	-1	-4	2	14	i	-1	16*	2
Cc1nc2ccc(NS(=O)(=O)c3ccc(F)cc3)cc2s1	-0.9	-1	0	-2	-5	i	2	3	1

Additional results follow.
SMILES	MsrA inhibitor	bovine MsrA act	MT1-MMP act inh	FAS-TE inh	MLLE-PAM2 inh	Rpn11 block	CSN inh	eLon inh	Rin1 Abl inh
CN(C)Cc1cnc2ccc(Cl)cn12	-1.0	-2	1	-11	1	i	-3	-7	4
Cc1noc(C)c1CSc1nnc(-c2ccccc2)n1N	-0.6	0	2	-2	-11	i	7	-1	-1
COc1ccc(C(=O)Nc2ccc(/C(C)=N/NC(=O)c3ccncc3)cc2)cc1	0.1	-2	0	-4	-40	+	6	13	-4
Cc1cc2nc(-c3cc(N4CCOCC4)ccc3[N+](=O)[O-])ccn2n1	2.5	-5	4	1	-10	i	-3	-12	1
CCCCn1c(=O)[nH]c(=O)c2c1nc(-c1ccc(OC)c(Br)c1)n2CC(C)C	0.0	-1	-3	19	-9	i	1	-9	0
Cc1ccc(S(=O)(=O)NCC(=O)OC2CCOC2=O)cc1 (configuration not stated)	0.0	-1	-2	-4	1	i	-3	2	4
CCOC(=O)c1ccc(NC(=O)CCC(CC)C(=O)O)cc1 (configuration not stated)	0.3	-12	1	-8	1	i	-4	-4	-1
COc1ccc(-c2cn3cccc(C)c3n2)cc1F	-0.4	-2	5	-2	3	i	4	0	1
C/C(Nc1ccccc1)=C(/C#N)C(N)=O	0.2	-5	2	-8	-7	i	0	-7	-3
COc1ccc2c(c1)c(=O)oc1cc(OCC(=O)NC3CC3)ccc12	-0.1	-5	-1	0	-1	i	3	1	0
O=C(NCc1cccnc1)C12CC3CC(CC(C3)C1)C2	0.3	-6	-1	-9	2	i	-1	4	-1
Cc1cccc(OCCCC(=O)NNC(=O)c2cccc(N(C)C)c2)c1	-0.8	-7	-1	-2	-29	i	1	-4	3
Cc1ccc(CNC(=O)CC2Sc3ccccc3NC2=O)cc1 (configuration not stated)	-1.1	-10	1	-9	-2	i	-2	-3	7
NC(=O)Cn1nnc(-c2ccc(CN3CCCCC3)cc2)n1	0.5	-2	6	-8	10	i	1	10	3
COC(=O)c1cc2n(n1)CCN(Cc1ccc(OC)cc1)C2=O	-0.4	-2	1	10	0	i	-5	-10	1
COC(=O)c1ccc(C(=O)OC)c(NC(=O)CN2CCN(c3ccccc3)CC2)c1	-0.5	-1	1	1	-6	i	1	-2	-1
COC(CN(C)S(=O)(=O)c1cc2c3c(c1)CCN3C(=O)CC2)OC	-0.3	0	6	-11	-3	i	-3	-1	-1
COc1ccc(C(OC(=O)c2ccco2)C(=O)NC2CCCCC2)cc1OC (configuration not stated)	0.7	-1	2	-2	-6	i	4	7	0
O=C(COC(=O)CNS(=O)(=O)c1ccccc1)Nc1ccc(Cl)cn1	0.2	-1	2	-7	-1	i	0	-9	1
COc1cccc(CN2CC(C(=O)NCCc3ccccc3C(F)(F)F)CCC2=O)c1 (configuration not stated)	-1.2	-1	1	0	-8	i	5	13	-4
NC(=O)OCC(COC(N)=O)c1ccccc1	-0.7&-1.0	-2&-3	2&2	-2&-5	-10&6	i	3&-3	-78&-8	-3&0
Cc1nn(CCCC(=O)NCc2ccccc2)c(=O)c2nn(-c3ccccc3)c(C)c12	0.1	-1	-2	-1	7	i	-7	3	4
COc1ccc(C(=O)Cc2ccc3c(c2)OCO3)c(O)c1	0.1	-3	0	-11	-5	i	-11	8	-2
O=C1OCC(CO)(CO)N=C1NNc1ccc(Cl)c(Cl)c1	0.7	-2	-2	-6	6	i	2	1	-2
O=C1CSc2ccc(S(=O)(=O)N3CCN(c4ccccc4F)CC3)cc2N1	-0.1	-1	1	18	-4	i	1	0	2
Cc1ccc(C)c(N(CC(=O)NC2CCCC2)C(=O)CCCC(=O)Nc2ccccn2)c1	-0.4	2	4	-4	-4	i	4	-4	0
